PAD4 FP inh: PAD4 (human) enzyme inhibition | Q9UM07 | recombinant PAD4, RCA probe fluorescence polarization | inhibition, % at 6.36 µM | actives 0.41% (n = 330,000);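 active = percent inhibition above a cutoff equal to the mean of all tested compounds plus 3 SD, cut at about 15% in these data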;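 also: 0% = PAD4 with RCA probe and DMSO and 100% = probe without PAD4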
Target sequence (Q9UM07 whole entry, looked up): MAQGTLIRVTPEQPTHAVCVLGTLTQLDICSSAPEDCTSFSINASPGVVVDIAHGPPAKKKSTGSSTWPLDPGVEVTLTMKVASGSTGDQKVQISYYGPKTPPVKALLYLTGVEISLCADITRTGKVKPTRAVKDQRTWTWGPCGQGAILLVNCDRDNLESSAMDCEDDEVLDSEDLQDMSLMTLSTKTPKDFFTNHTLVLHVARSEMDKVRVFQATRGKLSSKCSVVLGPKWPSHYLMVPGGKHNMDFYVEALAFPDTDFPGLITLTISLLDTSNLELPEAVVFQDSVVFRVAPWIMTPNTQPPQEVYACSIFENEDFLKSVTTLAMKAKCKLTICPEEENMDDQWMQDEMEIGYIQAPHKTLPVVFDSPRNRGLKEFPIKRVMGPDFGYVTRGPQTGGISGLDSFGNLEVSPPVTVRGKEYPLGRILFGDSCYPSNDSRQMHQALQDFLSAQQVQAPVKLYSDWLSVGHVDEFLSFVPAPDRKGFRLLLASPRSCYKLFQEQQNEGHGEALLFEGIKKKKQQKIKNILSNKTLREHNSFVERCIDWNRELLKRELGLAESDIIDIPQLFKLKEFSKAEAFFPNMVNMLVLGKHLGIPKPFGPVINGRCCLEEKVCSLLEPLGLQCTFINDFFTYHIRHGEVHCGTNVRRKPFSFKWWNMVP
PAFAH1B3 inh: PAFAH1B3 (human) inhibition | recombinant PAFAH1B3, FP-rhodamine probe, fluorescence polarization | actives 0.28% (n = 340,000) | inhibition, % at 3.39 µM | AID 492972;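 active = inhibition above the screen-wide average of all tested compounds plus 3 SD, cut at about 25% in these data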;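 also: 0% = enzyme with DMSO only and 100% = wells lacking PAFAH1B3 protein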
Target sequence (Q15102 whole entry, looked up): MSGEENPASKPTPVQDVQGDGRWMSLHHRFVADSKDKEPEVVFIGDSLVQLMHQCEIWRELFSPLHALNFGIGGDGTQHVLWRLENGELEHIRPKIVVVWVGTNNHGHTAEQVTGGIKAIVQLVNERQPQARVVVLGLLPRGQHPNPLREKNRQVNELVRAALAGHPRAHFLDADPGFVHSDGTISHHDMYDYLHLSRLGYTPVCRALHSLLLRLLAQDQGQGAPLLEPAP
PME-1 inh: blocks human protein phosphatase methylesterase 1; recombinant PME-1, FP-Rh probe fluorescence polarization; Q9Y570; actives 0.53% (n = 320,000); inhibition, % at 5.9 µM; AID 2130;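 active = inhibition above the campaign mean of all compounds plus 3 SD, cut at about 26% in these data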;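 also: competitive labeling of PME-1 active site by serine hydrolase directed probe; 0% = PME-1 with DMSO and 100% = wells lacking PME-1 enzyme; inhibitors block probe labeling so polarization falls and inhibition rises; many of its hits are not listed in these tables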
PAFAH2 inh: PAFAH2 (human) inhibition | actives 0.99% (n = 340,000) | Q99487 | inhibition, % at 3.39 µM | recombinant PAFAH2, FP-rhodamine activity probe, fluorescence polarization | AID 492956;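 active = inhibition above the mean over all tested compounds plus 3 SD, cut at about 30% in these data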;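 also: inhibitors block probe labeling of enzyme so polarization drops; 0% = enzyme with DMSO and 100% = wells lacking PAFAH2 protein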
LYPLA2 inh: LYPLA2 (human) inhibition in PME1 counter-screen; recombinant LYPLA2, FP-Rh probe fluorescence polarization; O95372; actives 0.38% (n = 320,000); inhibition, % at 5.9 µM;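 active = inhibition above the screen-wide mean plus 3 SD, limit set per campaign, cut at about 26% in these data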;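 also: 0% = LYPLA2 with DMSO and 100% = wells lacking LYPLA2 enzyme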
GSTO1 counter: counter-screen for RBBP9 inhibitors: inhibitors of human GSTO1. actives 1.1% (n = 300,000). inhibition, % at 5.96 µM. recombinant GSTO1, activity-based probe fluorescence polarization;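 active = inhibition above the campaign mean inhibition plus 3 SD, cut at about 35% in these data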;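 also: 0% = GSTO1-1 with DMSO and 100% = wells lacking GSTO1-1 enzyme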
PAFAH1B2 FP inh: inhibitors of human PAFAH1B2; inhibition, % at 3.39 µM; recombinant PAFAH1B2, FP-rhodamine activity probe, fluorescence polarization; P68402; actives 1.2% (n = 340,000);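 active = inhibition above the mean of all tested compounds plus 3 SD, cut at about 24% in these data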;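 also: 0% = enzyme with DMSO and 100% = wells lacking PAFAH1B2; many of its hits are not listed in these tables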
pPAFAH inh: inhibitors of human plasma PAF acetylhydrolase (pPAFAH) | recombinant pPAFAH, FP-rhodamine probe fluorescence polarization | Q13093 | actives 1.5% (n = 330,000) | inhibition, % at 3.39 µM;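 active = inhibition above the mean inhibition across the screen plus 3 SD, cut at about 25% in these data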;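 also: inhibitors block binding of the rhodamine activity-based probe so polarization drops; 0% = enzyme with DMSO and 100% = wells lacking pPAFAH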
LYPLA1 counter: blocks human lysophospholipase 1, a PME1 counter-screen; recombinant LYPLA1, FP-Rh probe fluorescence polarization; AID 2174; O75608; actives 0.16% (n = 320,000); inhibition, % at 5.9 µM;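 active = inhibition above the mean of all tested compounds plus 3 SD, set per campaign, cut at about 14% in these data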;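 also: inhibitors block serine hydrolase probe labeling of LYPLA1 so polarization falls; 0% = enzyme with DMSO and 100% = wells lacking LYPLA1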
* hit, by the source's call; nt = not tested or not shown; & = joins results of further samples.

SMILES	PAD4 FP inh	PAFAH1B3 inh	PME-1 inh	PAFAH2 inh	LYPLA2 inh	GSTO1 counter	PAFAH1B2 FP inh	pPAFAH inh	LYPLA1 counter
OC1CCCN(Cc2nc(Cc3ccccc3Cl)no2)C1 (stereo not given)	4	4	-5	1	5	0	10	4	3
N#CCC(=O)N1CCn2c1nc1ccccc12	-2	4	-1	-1	1	4	0	5	1
NC1=NC2(CCCC2)N=C(Nc2ccccc2)N1	1	0	-3	0	-1	9	2	-7	0
CC1(C)CC(=O)c2cnc(NC(=O)CCc3ccccc3)nc2C1	1	-3	0	2	-3	26	0	2	-1
COc1ccc(C(C)=O)cc1COC(=O)CCNS(=O)(=O)c1ccc(C)cc1	-2	-1	3	-1	4	9	-1	4	-1
O=C(NCCCN1CCOCC1)C1CC(=O)N(CCc2ccccc2)C1 (stereo not given)	-4	6	3	-7	4	5	-2	6	1
COc1ccc(OCCNS(=O)(=O)c2ccc3oc4ccccc4c3c2)cc1	1	-3	-1	14	4	-11	-3	4	-2
CCOC(=O)CC(=O)CSc1n[nH]c(=O)[nH]c1=O	3	-2	4	3	6	1	0	7	0
O=C(NNC(=O)c1sccc1-n1cccc1)c1cccs1	-3	10	-4	1	-7	-1	10	4	0
CCCCn1c(CN(Cc2ccccc2)Cc2ccccc2)nc2c1c(=O)n(C)c(=O)n2C	-6	0	-1	-1	-4	-7	-1	0	0
O=C(NCC(c1cccnc1)N1CCOCC1)c1cccc(Cl)c1 (stereo not given)	-3	6	2	-1	-6	-9	5	7	-4
COc1ccc(CCNC(=O)CN(c2cc([N+](=O)[O-])ccc2OC)S(C)(=O)=O)cc1OC	2	-1	2	2	6	-11	2	-2	2
COc1ccc(Nc2cc(Sc3ccc(OC)cc3)ncn2)cc1	1	6	10	1	2	-6	3	4	-2
O=C(Nc1ncc2c(n1)-c1ccccc1OC2)c1cccc([N+](=O)[O-])c1	-2	6	3	3	4	-2	4	1	5
O=C(CCN1CCc2ccccc2C1)Nc1ccc2c(c1)OCO2	-8	4	-3	4	-3	-5	2	-8	0
O=C(O)c1ccccc1NC(c1ccccc1)c1ccc(Cl)cc1 (stereo not given)	-2	12	-3	3	1	6	41*	16	-2
CCOc1ccc(NC(=O)CN(C)C(=O)c2ccccc2OCc2cccc(C)c2)cc1OCC	5	5	4	1	10	nt	4	11	2
COC(=O)C1=C(C)OC(N)=C(C#N)C1C1CCCCC1 (stereo not given)	-3	-4	3	1	0	8	5	2	-1
O=C1c2ccccc2NC(c2ccccc2O)N1NS(=O)(=O)c1ccccc1 (stereo not given)	3	5	5	16	4	-2	-2	-2	3
COc1ccc(CCNC(=O)CCC(=O)c2cccs2)cc1OC	-5	3	2	-3	3	12	3	4	1
c1ccc(Cc2nnc3sc(-c4ccncc4)nn23)cc1	4	6	-1	-6	4	-6	4	7	3
C=CCN(c1cccc(C(F)(F)F)c1)S(=O)(=O)c1cccc(C(=O)OCC(=O)NCCC)c1	1	8	13	22	4	-4	4	2	-1
C=CCOc1ccc(/C=C/C(=O)OCC(=O)NCc2cccs2)cc1	-1	-2	-6	38*	-2	-6	-2	4	3
CN(C)c1ccc(-c2ccc3c(=O)c4ccccc4n(C)c3c2)cn1	-3	1	-1	7	2	11	-1	4	-1
COc1ccc(C(C(=O)Nc2ccc(C(C)C)cc2)N(C)C(=O)c2ccc(=O)[nH]c2)cc1 (stereo not given)	-4	nt	-5	nt	2	3	nt	7	0
O=C(CN1CCN(S(=O)(=O)c2ccc(Br)cc2)CC1)N/N=C/c1ccc(Br)s1	-1	3	10	7	-3	6	20	0	0
CC(C)(C)c1nc(-c2ccccc2)nc2c1OCCC2	4	14	-6	-1	1	2	5	2	3
COc1ccc(-n2c(=S)[nH]c3sc4c(c3c2=O)CCc2ccccc2-4)cc1	0	nt	0	nt	-1	8	nt	5	-1
Cc1cc(NC(=O)c2ccc(F)cc2)ccc1NC(=O)c1ccco1	0	3	7	-8	-5	3	0	3	-6
CC12CCC(C(=O)Nc3ccccc3-n3cccc3)(CC1=O)C2(C)C (stereo not given)	2	0	-8	0	-3	6	5	-2	-1
O=C(CNC(=O)c1cccs1)NCC(=O)OCc1c(Cl)cccc1Cl	5	8	-10	-3	3	15	4	-5	-2
COc1cccc(C2C(C(=O)c3cccs3)=C(O)C(=O)N2c2cc(C)on2)c1 (stereo not given)	-3	7	5	4	8	-3	1	0	4
COc1cccc(-n2nc(-c3ccnn3-c3ccc(F)cc3)c(=O)n(C)c2=O)c1	-1	-1	-1	2	0	-3	-3	-4	-4
O=c1cc(CN2CCC3(CC2)OCCO3)c2c(ccc3ccccc32)o1	0	8	4	5	-2	0	5	6	-3
O=C(CCn1c(=O)oc2ccccc21)Nc1ccc2c(c1)OCCO2	-3	4	-4	1	-3	6	7	-3	0
Cc1c(O)c(=O)ccn1Cc1ccccc1	0	13	-3	1	1	14	0	3	4
NS(=O)(=O)c1ccc(NC(=O)COC(=O)COc2ccc3ccccc3c2)cc1	0	0	2	-3	-3	1	3	9	0
CC(NC(=O)c1cccc(S(=O)(=O)N2CCN(C)CC2)c1)c1ccc(Cl)cc1Cl (stereo not given)	-4	8	0	-3	4	-2	10	2	1
COc1cc(C(=O)NCc2nnc(SCC(=O)Nc3cc(C)on3)o2)cc(OC)c1OC	-5	8	-6	4	4	9	2	3	6
COCCN1CCc2[nH]c(=S)[nH]c(=O)c2C1	-2	3	4	6	1	0	-2	6	-2

Single records, from the list above. Values in the order: PAD4 FP inh	PAFAH1B3 inh	PME-1 inh	PAFAH2 inh	LYPLA2 inh	GSTO1 counter	PAFAH1B2 FP inh	pPAFAH inh	LYPLA1 counter
`C=CCOc1ccc(/C=C/C(=O)OCC(=O)NCc2cccs2)cc1` as listed: -1	-2	-6	38*	-2	-6	-2	4	3
`O=C(CN1CCN(S(=O)(=O)c2ccc(Br)cc2)CC1)N/N=C/c1ccc(Br)s1` as listed: -1	3	10	7	-3	6	20	0	0
`O=C(CCn1c(=O)oc2ccccc21)Nc1ccc2c(c1)OCCO2` as listed: -3	4	-4	1	-3	6	7	-3	0

The results go on.
SMILES	PAD4 FP inh	PAFAH1B3 inh	PME-1 inh	PAFAH2 inh	LYPLA2 inh	GSTO1 counter	PAFAH1B2 FP inh	pPAFAH inh	LYPLA1 counter
COc1ccc(-n2c(=O)c3c4c(sc3n3c(=S)[nH]nc23)CCC4)cc1	0	5	-6	-3	4	6	7	-2	-2
CC(=O)c1ccc(NC(=S)N2CCC(Cc3ccccc3)CC2)cc1	2	4	-7	-10	9	-5	4	2	2
OCC(O)CN(c1ccccc1)c1ccccc1 (stereo not given)	-3	8	1	-4	10	6	-2	1	1
COc1ccc(C(c2sc3nc(C)nn3c2O)N2CCC(O)CC2)cc1OC (stereo not given)	2	21	-1	1	-2	5	4	4	2
Cc1nn(-c2ccccc2)c(N)c1N=Nc1ccc(Cl)cc1	6	5	20	0	0	-1	3	8	-5
COc1ccc(C(C)n2c(C)c3c(C)nnc(C)c3c2C)cc1 (stereo not given)	-2	6	3	0	-1	4	-2	2	-4
CCC(=O)Nc1nc(-c2ccccc2)ns1	3	6	-3	-1	-6	-3	4	-9	-1
CCOC(=O)c1oc2ccccc2c1COC(=O)CNC(=O)c1cccc(C)c1	-5	-8	0	5	3	-1	0	4	-3
COc1ccc(S(=O)(=O)N2CCCCCC2)cc1C(=O)N1CCCCC1	3	10	12	-2	8	-2	1	3	7
CCOCC(O)CS(=O)Cc1ccccc1 (stereo not given)	0	10	-1	-2	4	2	8	6	-2
CN1CCC(N(C)C(=O)c2ccc(Cl)c(S(=O)(=O)Nc3cc(Cl)ccc3Cl)c2)CC1	0	0	7	14	1	nt	-2	1	-2
O=C(CN1CCN(Cc2ccccc2)CC1)NC(=O)NCc1ccco1	0	0	0	1	-4	4	-3	-4	-2
CC(NCc1cccs1)C(=O)NC1CCCCC1 (stereo not given)	2	7	-6	-1	-3	-6	1	3	-1
Cc1cc(C)n(-c2nc(N(c3ccccc3)c3ccccc3)nc(-n3nc(C)cc3C)n2)n1	-1	0	0	-7	1	-4	-3	2	0
COc1cc(OC)cc(-c2nnc(SCC(=O)N3CCCCC3)o2)c1	5	1	-4	-3	5	7	3	-1	-4
COc1ccc(-c2cc(C(F)(F)F)n3nc(C)cc3n2)cc1	2	-2	2	3	5	4	-1	1	-3
COc1ccc(Cc2nc3ccc(C(=O)NC(C)c4cn(C)nc4C)cc3o2)cc1 (stereo not given)	-3	9	-1	-2	6	2	4	8	2
Cc1ccc(N(CC(N)=O)C2SC(=O)NC2=O)cc1 (stereo not given)	0	-3	0	0	-2	7	3	2	-2
OCCCNC(=S)Nc1ccc(Nc2ccccc2)cc1	-2	7	3	4	-2	5	7	-3	-1
O=C(CN1C(=O)c2ccccc2S1(=O)=O)Nc1ccccc1	2	-1	6	10	1	0	-1	-6	-3
COCCCn1c(CCC(=O)O)ccc1-c1ccc(F)cc1	0	1	0	-3	-5	-1	3	8	-3
CC12CCC(c3nnc(SCC(=O)Nc4cccc5ccccc45)nc31)C2(C)C (stereo not given)	-5	8	4	-1	0	0	5	-1	-2
COC(=O)c1ccc(OS(=O)(=O)N(C)C)cc1	-3	7	5	1	3	8	1	4	-5
CC(NC(=O)COC(=O)c1ccc[nH]c1=O)c1ccccc1 (stereo not given)	-4	5	nt	1	nt	nt	7	-3	nt
CC(=O)c1cc(C#N)c(SCC(=O)OC(C)C)nc1C	-5	2	-5	7	-3	0	3	6	-4
O=C(CNC(=O)C1CCCCC1)Nc1cc(Cl)cc(Cl)c1	-1	0	1	-2	0	2	2	2	0
CC(C)(Cc1ccc(O)cc1)NC(=O)CC(=O)N/N=C/c1ccc([N+](=O)[O-])cc1	-3	6	4	2	0	10	2	1	-3
O=C(Nc1cccc(-n2cnnn2)c1)c1ccc(C(F)(F)F)cc1	1	-3	-7	-3	-5	nt	-7	-3	-5
CN1CCCCC1CCN1c2ccccc2Sc2ccc(S(C)=O)cc21 (stereo not given)	0&-5	9	-4	-6	2	1	2	9&9	-2
CCCC(=O)NC(NC(=S)Nc1c(C)n(C)n(-c2ccccc2)c1=O)C(Cl)(Cl)Cl (stereo not given)	2	-2	-2	0	7	9	2	6	1
Cc1ccc(C)c(S(=O)(=O)Nc2ccc(O)c3ccccc23)c1	-5	-1	-4	11	5	53*	5	21	-1
O=c1oc2ccccc2c(N2CCC(c3ccccc3)CC2)c1[N+](=O)[O-]	3	9	9	-8	9	-1	1	7	7
COc1ccc(Br)cc1/C=N/NC(=O)c1ccc(OC)c(OC)c1	-12	3	-4	4	2	-9	1	-6	-4
Fc1ccccc1-c1nnc2c3ccccc3nc(N3CCOCC3)n12	-5	3	-1	6	3	1	15	0	1
CN(C[C@H](Cc1ccccc1)N(C[C@H](Cc1ccccc1)N(CC1(c2ccccc2)CC1)N=O)N=O)N=O	0	4	-3	3	-11	-1	-6	3	-2
CC1Cc2ccccc2N1C(=O)c1cnc2sccn2c1=O (stereo not given)	2	5	-6	-10	-2	0	1	1	-6
COc1ccc(CC2(CO)CCN(Cc3cnn(-c4ccccc4OC)c3)CC2)cc1	4	-5	-3	-8	5	-1	4	4	-2
Cc1cc(C)c(C)c(S(=O)(=O)N2CCC(C(=O)Nc3ccc(S(=O)(=O)N4CCOCC4)cc3)CC2)c1C	0	-14	-43	-20	-48	-12	-9	-2	-30
COc1cc2nc(CN(C)Cc3nc4ccccc4c(=O)[nH]3)[nH]c(=O)c2cc1OC	-5	5	0	-13	1	-12	0	3	0

Screens: PubChem BioAssay, The Scripps Research Institute Molecular Screening Center

Some of the compounds tested, so the mix of outcomes need not match the whole.
